Source: PubChem
TbMetRS inhib – Trypanosoma brucei MetRS inhibition. purified T. brucei MetRS, ATP depletion, Kinase-Glo luminescence. inhibition, % at 11.9 µM. 360,000 compounds, 0.4% hits. AID 624268;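 active = inhibition above a per-plate cutoff of the control wells' mean inhibition plus 3 SD, cut at about 5.5% in these data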;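 note: 0% = DMSO wells median and 100% = median of wells with control inhibitor compound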
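Material: T. brucei methionyl-tRNA synthetase, purified; reagent: substrates ATP, L-methionine and bulk Escherichia coli tRNA; dosing: 11.9 µM single point; timing: 15 min plus 2 h at 25 °C; detection: luminescence of leftover ATP; evaluation: % inhibition; control set: DMSO-only wells as low control; replicates: singlicate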
SUMO1-SIM PPI – modulators of human SUMO1-mediated protein-protein interactions; P63165; SUMO1 binding to a labelled peptide, TR-FRET, 1 h; inhibition, % at 20 µM; 360,000 compounds, 0.33% hits; in the data active = inhibition above about 37%
Target sequence (P63165 whole entry, looked up): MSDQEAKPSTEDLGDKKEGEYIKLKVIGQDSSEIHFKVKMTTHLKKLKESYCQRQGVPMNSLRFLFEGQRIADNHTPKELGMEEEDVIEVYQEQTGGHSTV
Rpn11 inh – inhibitors of human proteasome Rpn11; O00487; calls only at 20 µM; human 26S proteasome, Ub4-pepOG fluorescence polarization; 20S core pre-blocked with epoxomicin; 360,000 compounds, 0.59% hits;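 active = inhibition at 20 µM, scaled to each plate's controls, above about 33%, limit read from the data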
NadD block – NadD (S. aureus) enzyme inhibition; purified NadD enzyme, colorimetric absorbance read-out; inhibition, % at 20 µM; 360,000 compounds, 0.78% hits; AID 602399; in the data active = inhibition above about 26%; note: some compounds past the cut are filed as inactive
CSN deneddyl inh – blocks human CSN-mediated cullin deneddylation; inhibition, % at 12.5 µM; Q92905; 360,000 compounds, 0.38% hits; AID 651999; Purified CSN, SCF-Nedd8-OG deneddylation, fluorescence polarization;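 active = pattern-corrected inhibition above about 35%, with an unprinted fluorescence ratio check between 0.5 and 1.5, limit read from the data, passing the limit was not always enough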;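 note: 0% = enzyme with substrate and 100% = substrate without enzyme; some results filed as inactive read as strong as hits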
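Assay system: HEK293T-derived human Csn5 enzyme; quantity: 0.24 nM enzyme; medium: Tris/NaCl/DTT buffer, pH 7.5; also added: substrate SCFSkp2-Nedd8OG, 10 nM; doses: 12.5 µM compound; schedule: 90 min reaction at room temperature; signal: FP; read-out: % inhibition of substrate cleavage by Csn5; benchmarks: substrate-only high control, full reaction low control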
DNMT1 inh – DNMT1 (human) enzyme inhibition; P26358; DNMT1 molecular beacon, Hinp1I cleavage, fluorescence; inhibition (reported as % activation of signal), % at 10 µM; 360,000 compounds, 0.83% hits; AID 588458; in the data active = inhibition above about 50%
Scp-1 inhibitor – inhibitors of human Scp-1 phosphatase; Q9GZU7; Recombinant Scp1, phosphopeptide, malachite green phosphate absorbance; inhibition, % at 20 µM; 340,000 compounds, 0.88% hits; AID 493091;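 active = inhibition above about 50% at 20 µM, limit read from the data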;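 note: plate controls were DMSO wells with enzyme for no effect and wells lacking enzyme for full effect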
Target sequence (Q9GZU7 76-261 limits assumed): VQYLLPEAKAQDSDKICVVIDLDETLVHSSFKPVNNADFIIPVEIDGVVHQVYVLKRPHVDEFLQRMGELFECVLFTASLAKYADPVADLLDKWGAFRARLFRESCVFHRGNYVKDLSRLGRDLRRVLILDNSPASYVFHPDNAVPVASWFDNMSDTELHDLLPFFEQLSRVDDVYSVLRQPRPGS
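System: truncated SCP-1 phosphatase (76-261aa); medium: Tris acetate buffer pH 5.5 with MgCl2 and Tween-20; incubation: 45 min room-temperature reaction, 5 min colour, 30 min stabiliser; compound: single 20 µM dose, 1% DMSO; reagent: Phosphorylated 17-residue peptide substrate; read-out: % inhibition at 20 µM; technique: colorimetric free-phosphate detection, absorbance 630 nm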
STEP inh – STEP (human) phosphatase inhibition; P54829; recombinant STEP, OMFP fluorogenic substrate, fluorescence; inhibition, % at 20 µM; 360,000 compounds, 0.25% hits; AID 588621;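 active = inhibition at 20 µM, scaled per plate between control wells, above about 37%, limit read from the data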;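 note: 0% = DMSO with enzyme and substrate and 100% = substrate only without enzyme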
Target sequence (P54829 whole entry, looked up): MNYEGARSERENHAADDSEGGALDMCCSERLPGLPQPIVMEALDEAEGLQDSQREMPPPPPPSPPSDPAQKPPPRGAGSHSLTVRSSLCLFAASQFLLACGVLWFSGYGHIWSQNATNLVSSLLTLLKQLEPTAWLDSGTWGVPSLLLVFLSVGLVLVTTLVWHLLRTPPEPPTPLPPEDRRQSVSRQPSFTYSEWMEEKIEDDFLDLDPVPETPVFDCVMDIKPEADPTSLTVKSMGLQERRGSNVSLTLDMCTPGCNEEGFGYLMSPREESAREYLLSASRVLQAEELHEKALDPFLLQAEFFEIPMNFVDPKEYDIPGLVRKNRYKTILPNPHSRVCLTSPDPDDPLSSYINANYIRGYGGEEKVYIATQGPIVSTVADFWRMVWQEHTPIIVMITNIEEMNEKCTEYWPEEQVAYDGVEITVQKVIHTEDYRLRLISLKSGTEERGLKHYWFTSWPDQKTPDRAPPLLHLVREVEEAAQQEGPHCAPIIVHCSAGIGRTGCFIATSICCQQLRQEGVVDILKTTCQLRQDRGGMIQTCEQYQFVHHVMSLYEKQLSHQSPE
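Material: STEP (striatal-enriched tyrosine phosphatase) enzyme, cell-free; Compound dosing: 20 µM single dose in 1% DMSO; Technique: fluorescence read at 480 nm ex / 540 nm em; Times: reaction 20 min, ambient temperature; Medium: 50 mM Bis-Tris pH 6.0 with 2.5 mM DTT and 0.005% Tween 20; Also added: OMFP at 25 µM.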
MsrA inh – inhibits bovine methionine sulfoxide reductase A. 360,000 compounds, 0.75% hits. inhibition, % at 15.5 µM. purified bovine MsrA, absorbance read-out. AID 651718; in the data active = inhibition above about 4.5%;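 note: 0% = vehicle wells with enzyme and 100% = reference inhibitor wells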
LMPTP inh – LMPTP (human) inhibition. recombinant LMPTP-A, OMFP fluorogenic substrate, fluorescence intensity. AID 651560. 360,000 compounds, 0.22% hits. inhibition, % at 20 µM. P24666;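 active = compounds that cut the enzyme signal by at least half of the control window in the single-dose screen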;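 note: plate controls were DMSO wells with enzyme plus substrate for no effect and substrate without enzyme for full effect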
Target sequence (P24666 whole entry, looked up): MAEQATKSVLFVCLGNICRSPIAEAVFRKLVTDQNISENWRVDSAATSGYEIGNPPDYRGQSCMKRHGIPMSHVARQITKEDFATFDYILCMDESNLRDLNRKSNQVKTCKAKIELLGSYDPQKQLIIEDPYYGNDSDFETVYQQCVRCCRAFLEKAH
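test system = LMPTP-A | amount = 0.625 nM LMPTP-A final | reagent = fluorogenic phosphatase substrate OMFP at 400 µM final | incubation = 50 min at room temperature | benchmarks = no-enzyme low control, uninhibited high control | medium = Bis-Tris pH 6.0, DTT, detergent | signal = fluorescence intensity of OMFP turnover product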
An asterisk follows results filed as active; i = inactive; / = not tested or not shown.

#	TbMetRS inhib	SUMO1-SIM PPI	Rpn11 inh	NadD block	CSN deneddyl inh	DNMT1 inh	Scp-1 inhibitor	STEP inh	MsrA inh	LMPTP inh	structure
1	-0.3	-8	i	-1	-17	-4	-8	2	1.0	0.3	COC(=O)CSc1nc2ccc(NC(=O)c3ccccc3C(=O)N3CCOCC3)cc2s1
2	-1.5	-13	i	-8	0	0	7	0	2.1	2.2	Cc1ccccc1CN1N=C(/C=C/c2ccccc2)CCC1=O
3	-1.9	2	i	1	-3	1	-14	-3	-0.2	0.3	CCC(=O)NC(=S)Nc1ccccc1F
4	-0.1	1	i	-6	-1	2	/	0	1.4	-2.1	COc1ccc(C(=O)N/C(=C\c2ccc(Cl)cc2)C(=O)NCCN2CCOCC2)cc1
5	-0.5	9	i	-3	5	1	-7	4	-0.2	-0.4	COc1ccc(NS(=O)(=O)c2cc(NC(=O)c3nc4nc(C)cc(C)n4n3)ccc2C)cc1
6	0.5	-5	i	2	-2	2	-2	-1	-0.8	0.8	N#CC1=C(N)N=C(SCc2ccccc2)C(C(N)=O)C12CCCCC2 (centres undefined)
7	1.9	-1	i	-6	1	1	5	1	1.3	3.0	COc1ccc(N(CC(=O)N/N=C/c2cccc(OC)c2OC)S(=O)(=O)c2ccccc2)cc1
8	-1.1	2	i	5	0	1	-7	4	/	-1.7	Cc1ccc(C)c(N2CCN(C(=O)C3CCCN(S(=O)(=O)c4c(C)[nH]c(=O)[nH]c4=O)C3)CC2)c1 (centres undefined)
9	0.5	-2	i	-7	2	0	-12	4	0.4	-0.2	C=CCSc1nc(-c2ccc(OC)cc2)c(C#N)c(=O)n1CC=C
10	-0.4	-15	i	4	-2	5	-13	-4	-0.5	-9.2	CC1CN(C(=O)c2cc(Br)c(Br)s2)CC(C)O1 (centres undefined)

Next part (two carried over from the part before).
#	TbMetRS inhib	SUMO1-SIM PPI	Rpn11 inh	NadD block	CSN deneddyl inh	DNMT1 inh	Scp-1 inhibitor	STEP inh	MsrA inh	LMPTP inh	structure
9	0.5	-2	i	-7	2	0	-12	4	0.4	-0.2	C=CCSc1nc(-c2ccc(OC)cc2)c(C#N)c(=O)n1CC=C
10	-0.4	-15	i	4	-2	5	-13	-4	-0.5	-9.2	CC1CN(C(=O)c2cc(Br)c(Br)s2)CC(C)O1 (centres undefined)
11	0.4	0	i	1	-3	0	-2	6	0.5	0.6	O=C(Cc1cccc2ccccc12)N/N=C1\CCCc2ccccc21
12	-1.5	-4	i	-4	-1	-2	1	-2	-0.8	-0.7	CCCCOc1ccc(C(=O)NCc2ccco2)cc1
13	-1.2	-1	i	-2	0	-3	3	-3	1.2	-4.3	COc1ccc(OC)c(C2C(C(=O)c3sc(C)nc3C)=C(O)C(=O)N2CCN2CCOCC2)c1 (centres undefined)
14	-0.4	0	i	5	0	-4	-7	-2	-0.4	0.0	c1ccc(CNc2ccc3c(c2)ncn3C2CCCCC2)nc1
15	-0.7	-1	i	9	0	-4	-4	1	-0.8	2.1	CCCn1c(SCC(=O)Nc2nonc2C)nnc1-c1ccoc1C
16	-0.4	5	i	-5	-4	-6	-8	1	3.8	0.0	CSc1nc2ccc(NC(=O)C3=NNC(=O)CC3)cc2s1
17	-0.2	5	i	-7	-2	-7	-14	2	-0.7	2.7	COc1ccc(C2/C=C\CN(S(=O)(=O)c3ccc(C)cc3)CC(=O)N2Cc2ccc(F)cc2)cc1 (centres undefined)
18	-0.4	-6	i	4	6	0	-5	-1	0.4	-0.3	CCN(CC)CCOC(=O)/C=C/c1ccccc1OC
19	-0.1	-1	i	4	3	-5	-2	0	0.3	0.4	Cc1cc(Br)cc2c1NC(=O)C2(c1c(C)n(C)n(-c2ccccc2)c1=O)c1c(C)n(C)n(-c2ccccc2)c1=O
20	-0.4	0	/	3	0	/	/	/	-0.1	3.6	CCOC(=O)[C@]12CCC=C1N(Cc1cccc3ccccc13)C(=O)[C@H](CC(=O)NCc1ccccc1)C2

New compounds follow
#	TbMetRS inhib	SUMO1-SIM PPI	Rpn11 inh	NadD block	CSN deneddyl inh	DNMT1 inh	Scp-1 inhibitor	STEP inh	MsrA inh	LMPTP inh	structure
21	-0.2	-3	i	-6	0	2	-5	0	3.2	-0.2	COC(=O)c1cc(S(=O)(=O)N2CCN(c3ccc(C(C)=O)cc3)CC2)c[nH]1
22	0.2	2	i	-1	0	-2	1	-1	-0.3	0.7	NC(=S)Nc1ccc2cc[nH]c2c1
23	-0.6	-1	i	-1	4	3	-7	-5	-0.2	1.5	CCC(C)c1ccc(NC(=O)COc2c(F)c(F)c(C(F)(F)F)c(F)c2F)cc1 (centres undefined)
24	-1.5	0	i	-3	0	4	-2	-1	-0.2	-0.6	CC(C)(C)NC(=O)NC(=O)COC(=O)Cn1c(C(F)(F)F)nc2ccccc21
25	-0.2	2	i	-4	3	6	-4	-5	0.6	3.2	Cc1cc(OCC(=O)Nc2ccc(CN3CCOCC3)cc2)c2c(C)cc(=O)oc2c1
26	-0.1	-1	i	1	-6	0	4	-2	-0.5	-0.1	O=C(c1ccsc1)N1CCCC(N2CCN(c3cccc(Cl)c3)CC2)C1 (centres undefined)
27	-0.1	2	i	3	2	-2	-2	1	-1.3	0.1	c1ccc(CSc2nnc(-c3cccs3)n2Cc2ccco2)cc1
28	-1.1	0	i	-1	-3	0	-1	1	0.8	-0.4	CCCc1cc(C(=O)NNC(=S)NCC)c2ccccc2n1
29	0.5	-3	i	6	-5	21	-3	4	1.4	-0.2	CCN1C(=O)/C(=C2/Sc3ccc(OC)cc3N2C)SC1=Nc1ccc(OC)cc1
30	-0.6	2	i	2	0	-2	-6	-3	-0.1	-1.3	O=C(O)CCCC(=O)N1N=C(c2ccccc2)CC1c1ccc2c(c1)OCO2 (centres undefined)

(next part)
#	TbMetRS inhib	SUMO1-SIM PPI	Rpn11 inh	NadD block	CSN deneddyl inh	DNMT1 inh	Scp-1 inhibitor	STEP inh	MsrA inh	LMPTP inh	structure
31	0.0	0	i	3	-2	3	-3	-1	0.6	-0.6	CCCCN1C(=S)NC[C@@H]1Cc1ccccc1
32	-0.4	-2	i	2	-1	2	2	0	0.9	1.3	Cc1cc(O)cc(O)c1C(=O)Cc1cscn1
33	-0.9	-13	i	-3	-6	0	64*	3	2.6	1.9	Cc1ccc(S(=O)(=O)NN2C(=O)/C(=C/c3ccc(C(=O)O)cc3)SC2=S)cc1
34	-0.4	6	i	-7	11	2	14	2	-0.2	0.0	Cc1nnc(SCC2=C(C(=O)O)N3C(=O)C(NC(=O)Cn4nc(C)c(Cl)c4C)C3SC2)s1 (centres undefined)
35	-0.4	5	i	1	1	-2	-6	0	-0.1	-1.3	CC(=O)Nc1ccc(N)cc1
36	-1.9	4	i	12	-3	-7	1	-2	0.9	2.6	CCN(CC)C(=O)CSc1nc2ccc(NC(=O)CSc3nccn3C)cc2s1
37	-0.2	0	i	-6	0	0	/	-3	0.0	-1.6	Cc1cccc(NC(=O)CSc2nncn2N)c1C
38	-0.7	-1	i	-8	-8	-5	0	0	4.3	-0.8	CC(=O)c1ccc(N2CCN(C(=O)C3CCC3)CC2)cc1
39	-0.9	-1	i	5	0	9	-1	2	1.1	0.1	O=c1c2ccccc2c(C=Nc2ccc(S(=O)(=O)N3CCCCC3)cc2)c(O)n1-c1ccc(Cl)cn1
40	-0.2	3	i	-4	1	4	-4	6	-1.1	-0.6	Cc1ccc(N2C(=O)C3C4C=CC(C4)C3C2=O)cc1C (centres undefined)

Continuation:
#	TbMetRS inhib	SUMO1-SIM PPI	Rpn11 inh	NadD block	CSN deneddyl inh	DNMT1 inh	Scp-1 inhibitor	STEP inh	MsrA inh	LMPTP inh	structure
41	-0.1	-15	i	-1	-8	3	-7	6	2.3	0.2	O=c1c2ccccc2nc(-c2ccc([N+](=O)[O-])cc2)n1O
42	0.3	6	i	26	1	-4	-7	2	0.7	4.5	O=c1[nH]c(C2CCN(S(=O)(=O)c3ccccc3)CC2)nc2c1nnn2Cc1ccc2c(c1)OCCO2
43	-0.4	-1	i	7	2	-4	3	-2	-0.1	0.4	COc1cc(C(=O)NCc2nnc(SCC(=O)Nc3cc(C)cc(C)c3)o2)cc(OC)c1OC
44	-0.2	6	/	19	1	/	/	/	-1.1	1.1	Cc1ccc(-c2nc3c(Cl)cc(C(F)(F)F)cn3c2Cc2cccc(Cl)c2)cc1
45	-0.7	-2	i	-1	-1	2	3	-2	0.2	0.0	CCCc1nnc(NC(=O)OCC)s1

Filtered by structure: those above containing an aryl thioether with sulfur outside any ring
#	TbMetRS inhib	SUMO1-SIM PPI	Rpn11 inh	NadD block	CSN deneddyl inh	DNMT1 inh	Scp-1 inhibitor	STEP inh	MsrA inh	LMPTP inh	structure
1	-0.3	-8	i	-1	-17	-4	-8	2	1.0	0.3	COC(=O)CSc1nc2ccc(NC(=O)c3ccccc3C(=O)N3CCOCC3)cc2s1
9	0.5	-2	i	-7	2	0	-12	4	0.4	-0.2	C=CCSc1nc(-c2ccc(OC)cc2)c(C#N)c(=O)n1CC=C
15	-0.7	-1	i	9	0	-4	-4	1	-0.8	2.1	CCCn1c(SCC(=O)Nc2nonc2C)nnc1-c1ccoc1C
16	-0.4	5	i	-5	-4	-6	-8	1	3.8	0.0	CSc1nc2ccc(NC(=O)C3=NNC(=O)CC3)cc2s1
27	-0.1	2	i	3	2	-2	-2	1	-1.3	0.1	c1ccc(CSc2nnc(-c3cccs3)n2Cc2ccco2)cc1
34	-0.4	6	i	-7	11	2	14	2	-0.2	0.0	Cc1nnc(SCC2=C(C(=O)O)N3C(=O)C(NC(=O)Cn4nc(C)c(Cl)c4C)C3SC2)s1 (centres undefined)
36	-1.9	4	i	12	-3	-7	1	-2	0.9	2.6	CCN(CC)C(=O)CSc1nc2ccc(NC(=O)CSc3nccn3C)cc2s1
37	-0.2	0	i	-6	0	0	/	-3	0.0	-1.6	Cc1cccc(NC(=O)CSc2nncn2N)c1C
43	-0.4	-1	i	7	2	-4	3	-2	-0.1	0.4	COc1cc(C(=O)NCc2nnc(SCC(=O)Nc3cc(C)cc(C)c3)o2)cc(OC)c1OC
